ADAM10 inh – human ADAM10 inhibitors, primary screen, biochemical, QFRET, HTS. Disintegrin and metalloproteinase domain-containing protein 10 (Homo sapiens), O14672. recombinant ADAM10, EDANS/DABCYL FRET peptide cleavage, 3 h. inhibition, % at 7 µM. 0.62% of 370,000 active;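 active means inhibition above a per-campaign cutoff equal to the mean of compounds falling between control-based bounds plus 3 SD, cut at about 20% in these data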;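 further: 0% = DMSO wells while the 100% control is not disclosed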
DAX1 inh-1 – DAX1 (NR0B1) inhibitors, primary screen, cell-based, HEK293, Gal4-DAX1, luciferase luminescence; HEK293 Gal4-DAX1 luciferase reporter; inhibition, % at 6.75 µM; 0.99% of 340,000 active; AID 504766, 2011;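 active means inhibition above the mean over all tested compounds plus 3 SD, cut at about 4.2% in these data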;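 further: 0% = DAX1-transfected cells with DMSO and 100% = empty-vector control cells with DMSO; inhibition shows as a rise in luminescence from relieved DAX1 repression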
ADAM17 inh – ADAM17 inhibitors, primary screen, biochemical, QFRET. 0.83% of 370,000 active. recombinant ADAM17, EDANS/DABCYL FRET peptide cleavage. inhibition, % at 6.95 µM. AID 720648, 2013;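 active means inhibition above the mean of compounds lying between control limits plus 3 SD, set per campaign, cut at about 8.5% in these data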;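 further: 0% = DMSO-only wells as the low control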
DAX1 inh-2 – DAX1 (NR0B1) inhibitors on StAR promoter, primary screen, cell-based, luminescence, SF-1 (NR5A1), full-length DAX-1; HEK293T StAR-luciferase reporter, SF-1/DAX-1 repression relief; inhibition, % at 6.8 µM; 1.1% of 370,000 active; AID 652010, 2013;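 active means inhibition above the mean over all tested compounds plus 3 SD, cut at about 3.6% in these data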;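 further: 0% = DAX-1 cells with DMSO and 100% = cells lacking DAX-1 with DMSO; higher inhibition means more luminescence from relief of DAX-1 repression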
ssDAF12 agonist – S. stercoralis DAF-12 nuclear receptor activators, primary screen, cell-based, luminescence, HEK293, GRIP1 co-expression, lit1-tk-luc | HEK293 ssDAF-12/GRIP1 lit1-tk-luc reporter; % of 3 µM dafachronic acid response | 1% of 370,000 active | Nuclear hormone receptor DAF-12 (Strongyloides stercoralis) | activation, % at 6.8 µM;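 active means activation above the mean over all tested compounds plus 3 SD, cut at about 0.9% in these data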;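 further: 0% = DMSO-only wells and 100% = 3 µM delta7-dafachronic acid wells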
HGIII-sPLA2 inh – human group III sPLA2 inhibitors, primary screen, biochemical, QFRET, BODIPY PC-A2 liposome substrate; 0.56% of 370,000 active; inhibition, % at 12.2 µM; QFRET BODIPY PC-A2 liposome hydrolysis, fluorescence; AID 743126, 2013; Group 3 secretory phospholipase A2 (Homo sapiens), Q9NZ20;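 active means inhibition above mean plus 3 SD of compounds lying within the high and low control bounds, cut at about 19% in these data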;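 further: 0% = median of test compound wells and 100% = no enzyme DMSO wells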
FXN GAA850 act – FXN promoter activators, primary screen, cell-based, luciferase luminescence, HEK293 lucGAA850. HEK293 lucGAA850 FXN promoter luciferase reporter, 24 h; percent of 10 µM SAHA response. activation, % at 6 µM. 0.56% of 360,000 active. AID 540364, 2011;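 active means activation above the average of all compounds screened plus 3 SD, cutoff fixed separately per campaign, cut at about 7.5% in these data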;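 further: 0% = DMSO wells and 100% = 10 µM SAHA wells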
hgDAF-12 ag – H. glycines DAF-12 receptor agonists, primary screen, cell-based, luminescence, HEK293, GAL4 fusion, UAS-luciferase. activation, % at 6.8 µM. 1.8% of 370,000 active. Nuclear hormone receptor DAF-12 (Heterodera glycines), GAL4 fusion. AID 687014, 2013. HEK293 GAL4-hgDAF12 UAS-luciferase reporter, agonist luminescence; normalized to butyrate control;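 active means activation above a cutoff set at the mean of all screened compounds plus 3 SD, cut at about 10% in these data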;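 further: 0% = DMSO wells and 100% = sodium butyrate wells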
PLC-gamma1 inh – PLC-gamma1 enzyme inhibitors, primary screen, biochemical, fluorescence, purified enzyme. 0.84% of 370,000 active. inhibition, % at 12.2 µM. fluorogenic substrate. 1-phosphatidylinositol 4,5-bisphosphate phosphodiesterase gamma-1 (Homo sapiens), P19174; in the data active means inhibition above about 9.5%
hcDAF12 agonist – H. contortus DAF-12 nuclear receptor activators, primary screen, cell-based, luminescence, HEK293, lit1-tk-luc reporter; HEK293 hcDAF-12 lit1-tk-luc reporter; 0% DMSO, 100% Δ7-dafachronic acid; activation, % at 6.8 µM; 1.4% of 370,000 active; AID 652067, 2013;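 active means activation above the mean of all tested compounds plus 3 SD, cut at about 5.5% in these data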;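 further: 100% = response to 3 µM Δ7-dafachronic acid high control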
PLCb3 inh – human PLC-beta3 inhibitors, primary screen, biochemical, fluorescence; AID 720704, 2013; Purified PLC-beta3, fluorogenic substrate; 0.18% of 370,000 active; 1-phosphatidylinositol 4,5-bisphosphate phosphodiesterase beta-3 (Homo sapiens), Q01970; inhibition, % at 12.2 µM; in the data active means inhibition above about 11%;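 further: 0% = median of compound wells on plate and 100% = full blocker control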
Target sequence (Q01970 whole entry, looked up): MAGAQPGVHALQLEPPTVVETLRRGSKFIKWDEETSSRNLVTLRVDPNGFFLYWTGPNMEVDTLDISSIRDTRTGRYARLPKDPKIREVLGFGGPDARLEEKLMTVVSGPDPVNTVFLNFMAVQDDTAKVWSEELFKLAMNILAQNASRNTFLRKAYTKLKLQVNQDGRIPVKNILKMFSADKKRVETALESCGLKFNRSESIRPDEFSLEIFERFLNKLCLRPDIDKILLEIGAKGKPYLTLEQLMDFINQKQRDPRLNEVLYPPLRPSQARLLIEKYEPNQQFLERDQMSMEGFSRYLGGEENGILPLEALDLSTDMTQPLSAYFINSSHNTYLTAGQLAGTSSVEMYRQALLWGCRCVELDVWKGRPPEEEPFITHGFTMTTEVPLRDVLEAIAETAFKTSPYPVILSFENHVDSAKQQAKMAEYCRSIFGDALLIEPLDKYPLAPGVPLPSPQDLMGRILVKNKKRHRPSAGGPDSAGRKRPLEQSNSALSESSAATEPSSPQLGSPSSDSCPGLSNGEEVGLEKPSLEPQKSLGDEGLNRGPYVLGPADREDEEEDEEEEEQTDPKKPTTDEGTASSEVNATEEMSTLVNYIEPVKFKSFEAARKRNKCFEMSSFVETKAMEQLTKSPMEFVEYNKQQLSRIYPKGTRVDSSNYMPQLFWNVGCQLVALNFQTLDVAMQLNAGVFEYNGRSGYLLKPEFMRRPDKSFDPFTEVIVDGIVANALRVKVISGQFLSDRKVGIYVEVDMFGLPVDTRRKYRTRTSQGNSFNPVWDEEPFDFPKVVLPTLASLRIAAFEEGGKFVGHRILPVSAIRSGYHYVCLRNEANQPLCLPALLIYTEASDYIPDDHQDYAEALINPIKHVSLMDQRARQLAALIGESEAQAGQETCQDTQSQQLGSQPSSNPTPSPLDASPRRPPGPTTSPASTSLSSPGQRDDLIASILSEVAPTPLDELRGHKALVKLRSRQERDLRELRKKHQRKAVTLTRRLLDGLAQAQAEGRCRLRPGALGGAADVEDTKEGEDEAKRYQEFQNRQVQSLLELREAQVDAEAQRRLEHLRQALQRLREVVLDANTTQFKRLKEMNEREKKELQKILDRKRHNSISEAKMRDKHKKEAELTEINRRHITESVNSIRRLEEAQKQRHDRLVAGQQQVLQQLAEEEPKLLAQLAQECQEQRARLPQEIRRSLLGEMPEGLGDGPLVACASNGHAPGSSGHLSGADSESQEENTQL
Starred values were filed as active, the others as inactive; / = not tested or not shown.

SMILES | ADAM10 inh | DAX1 inh-1 | ADAM17 inh | DAX1 inh-2 | ssDAF12 agonist | HGIII-sPLA2 inh | FXN GAA850 act | hgDAF-12 ag | PLC-gamma1 inh | hcDAF12 agonist | PLCb3 inh
CC(=O)Nc1cc(-c2ccc(C(=O)N3CCOCC3)cc2)cn2c(-c3ccc(C(C)=O)cc3)cnc12 | -90 | / | -27 | -2.5 | -1.0 | 13 | 1.8 | -2.1 | -347 | -1.5 | -451
CC(=O)CCc1c(C)c2cc(C)ccc2[nH]c1=O | -9 | 0.3 | -9 | 0.8 | -0.9 | 3 | 3.0 | 3.4 | -1 | 2.1 | 0
O=C(CCSCCC(=O)NCc1cccs1)NCc1cccs1 | -5 | -0.7 | -3 | -0.2 | -1.5 | 1 | -1.7 | 0.8 | -3 | -1.5 | -1
Cc1noc(C)c1NC(=O)Nc1cccc2c1O[C@H](CN(C)S(=O)(=O)c1ccccc1)[C@@H](C)CN([C@H](C)CO)C2=O | -16 | 0.7 | -6 | 1.1 | -0.3 | 2 | 0.9 | -2.2 | 0 | 0.0 | -2
OC[C@H]1O[C@@H](c2nc(-c3ccc(C4OCCO4)cc3)no2)[C@H](O)[C@@H]1O | -2 | / | -3 | 1.7 | -1.6 | 0 | 2.5 | 3.6 | 2 | -1.4 | -2
CSCC(=O)N1CCC(n2nccc2NC(=O)c2ccc3c(c2)OCO3)CC1 | 6 | 0.7 | -2 | 3.0 | -0.5 | 3 | 2.7 | 5.5 | 1 | 3.2 | 2
C=CCSc1nnc2c(n1)-c1cccc3cccc-2c13 | -4 | 0.9 | 1 | 0.8 | 0.2 | 0 | 3.2 | 3.0 | -11 | 5.5 | -12
COc1ccc(NC(=O)c2cc3c(-c4ccc(OC)c(OC)c4)nn(C)c3s2)cc1OC | -18 | -1.5 | 0 | -1.3 | -1.7 | -6 | 0.9 | -1.4 | -8 | -2.0 | -14
CCOC(=O)CSc1nc(-c2ccccc2)nc2ccc(F)cc12 | 11 | 0.4 | 0 | 0.2 | -0.4 | 5 | -0.2 | -1.7 | 3 | 1.5 | 0
CCOC(=O)c1nnn(CC(=O)NC(=O)Nc2ccccc2)c1C(=O)OCC | 10 | 0.2 | -1 | 0.4 | -0.6 | -38 | 1.4 | -0.8 | 8 | -0.8 | -8
CN(C)C(=O)c1ccc(NC(=O)c2sccc2-c2ccccc2)cc1 | -5 | -0.1 | 0 | 1.1 | -0.4 | -2 | 1.1 | -0.1 | 3 | -1.7 | -5
O=C(O)CCc1ccc(-c2ccc(Br)cc2)n1NC(=O)c1ccc([N+](=O)[O-])cc1 | 4 | 1.0 | -2 | 0.5 | -1.2 | -25 | 1.4 | 5.3 | 2 | -0.6 | -5
CCS(=O)(=O)N1CCN(Cc2ccccc2OC)CC1 | 5 | -0.4 | 10* | 0.7 | 1.2* | -5 | 0.2 | -0.5 | 6 | 1.1 | 6
COc1ccc(C(=O)COC(=O)COc2ccc(C)c(C)c2)cc1 | 7 | -2.7 | 1 | -0.1 | -0.7 | -5 | -1.7 | 3.4 | 0 | -1.3 | -3
Cc1nnc(SCC(=O)NC(C)(C)C)n1NCc1cccc(Br)c1 | 3 | 2.4 | -1 | -0.9 | -0.5 | 2 | 1.9 | -0.3 | 1 | -1.4 | -3
CC1=NN(C(N)=S)C(=O)C1N=Nc1ccccc1O (stereo not given) | -3 | -0.5 | -4 | -1.0 | 0.8 | 3 | 2.5 | -0.8 | -4 | 4.9 | -8
Cc1nc(-c2ccc(Cl)cc2)sc1C1(C)CC(c2ccc(C#N)cc2)=NO1 (stereo not given) | -5 | 1.6 | 1 | -0.4 | -0.6 | -4 | 1.0 | -0.9 | -2 | 0.2 | 0
Cc1onc(-c2ccccc2)c1C(=O)N=C(N)c1ccc(C(F)(F)F)cc1 | -1 | / | 0 | 0.2 | -0.8 | 7 | -1.2 | -1.0 | -1 | -1.8 | -6
Cc1cc2cc(C)c(NCCNC(=O)c3ccccc3Cl)nc2cc1C | -83 | -1.3 | -21 | -0.5 | -1.2 | -32 | 1.9 | 1.9 | -10 | -1.8 | -11
N#Cc1ccc(OCC(O)CS(=O)(=O)c2ccccc2)cc1 (stereo not given) | -1 | 2.1 | 0 | -0.5 | -1.1 | 4 | 1.1 | -2.2 | 2 | -0.6 | 5
Cc1cccc(NC(=O)c2nc[nH]c2C(=O)NC[C@@H](C)O)c1 | -9 | 1.2 | -3 | -1.8 | -1.4 | 0 | -2.1 | -1.2 | -1 | -0.9 | 3
C=CCn1c(C)csc1=Nc1ccccc1C | -3 | -1.5 | 4 | 2.1 | -2.2 | 9 | 5.1 | 5.1 | 1 | -1.1 | 1
Cc1cccc(N2CCN(C(=O)C3CCN(S(=O)(=O)c4cnc[nH]4)CC3)CC2)c1C | -6 | -1.7 | 1 | 0.3 | -0.6 | -14 | 1.1 | -1.6 | 2 | -2.7 | 3
Cc1ccc(/C=N/NC(=O)Cc2c[nH]c3ccccc23)c(C)c1 | 5 | -0.2 | 2 | -0.7 | 0.4 | -31 | 1.3 | 5.2 | 0 | 5.3 | 1
CC1CN(Cc2ccc(C#N)cc2Cl)CC(C)O1 (stereo not given) | 1 | -0.6 | -2 | 0.1 | -1.3 | 2 | -1.4 | 0.5 | 3 | 0.1 | 1
CCOc1ccc(-n2c(SCC(=O)c3ccc4ccccc4c3)nnc2-c2cccc(Cl)c2)cc1 | 6 | / | 4 | 0.0 | -1.1 | 16 | / | 3.1 | -3 | -3.2 | -3
Nn1c(COc2ccccc2F)nnc1SCC(=O)NC1CC1 | -2 | 1.9 | 0 | -0.5 | -0.3 | 2 | 3.0 | 1.6 | -2 | 1.1 | -5
CC(=O)Nc1ncc(Cc2ccc(Cl)cc2Cl)s1 | -3 | 1.9 | -3 | -0.8 | -1.8 | -6 | 1.4 | 4.4 | -3 | -2.0 | -9
COc1ccc([C@H]2CC(=O)C=C(c3ccc(-c4ccccc4)c(F)c3)C2)cc1 | -3 | 0.7 | 2 | 1.1 | -0.3 | -1 | 0.8 | 0.0 | -2 | -1.6 | 1
Cc1cc(C(=O)O)cc(S(=O)(=O)Nc2c(C)nn(C)c2C)c1C | 6 | 1.4 | 1 | 0.0 | -1.3 | 3 | 1.2 | -1.3 | 8 | -2.4 | 8
COc1cccc(C=NN2CCCCCC2)c1OC | -3 | 1.5 | -5 | 0.7 | -0.7 | 3 | 3.5 | 2.1 | 3 | 1.9 | 2
CCC(=O)Nc1ccc(SC#N)cc1C | -6 | 2.0 | 0 | -0.3 | -1.2 | -5 | 0.3 | 1.4 | 0 | -2.4 | 2
COc1ccc(CNC(=O)COc2ccc([N+](=O)[O-])cc2)cc1 | -7 | 0.8 | -3 | 0.1 | -0.9 | 0 | 1.1 | -1.4 | -1 | -0.6 | 0
COc1ccc(C(O)c2cnc(C)n2Cc2ccccc2)cc1 (stereo not given) | 4 | 0.1 | 0 | 0.1 | -1.2 | 0 | -1.2 | -4.0 | 1 | 0.1 | 3
COc1ccc(Cc2nnc(SCC(=O)c3ccc(OC)cc3)o2)cc1 | 2 | -0.6 | -2 | -1.0 | -0.9 | -30 | 0.5 | -1.5 | -2 | -3.4 | -1
COC(=O)COc1ccc2oc(=O)cc(-c3cc4ccccc4o3)c2c1 | -17 | 1.3 | -6 | -0.3 | -0.5 | -3 | 1.3 | 4.2 | -56 | 2.0 | -100
C/C(Cn1cnc([N+](=O)[O-])n1)=N\NC(=O)c1ccc(O)cc1O | -13 | 0.3 | -3 | -0.1 | -0.5 | -9 | 3.6 | 3.7 | -14 | -0.8 | -19
COc1ccc(O)c(C2=Nc3ccccc3N=C(c3cccs3)C2)c1 | -6 | -0.3 | -2 | 0.9 | 0.0 | -4 | 3.7 | 6.8 | -20 | 1.5 | -22
CCCCN(C)C(=O)C1CCC(CNS(=O)(=O)c2ccc3c(c2)CC(C)N3C(C)=O)CC1 (stereo not given) | -5 | -0.7 | -5 | -0.8 | -1.8 | 0 | 0.8 | -2.8 | 1 | -4.0 | -3
Cc1nnc(SC(C)C(=O)Nc2ccc(S(=O)(=O)N3CCCCCC3)cc2)s1 (stereo not given) | 6 | -1.4 | 3 | -0.8 | -1.3 | -18 | -1.2 | -0.7 | -3 | -1.5 | -1

Single values from the results shown.
Result of CC1CN(Cc2ccc(C#N)cc2Cl)CC(C)O1 (stereo not given) in hcDAF12 agonist: 0.1
Result of COc1ccc(O)c(C2=Nc3ccccc3N=C(c3cccs3)C2)c1 in hgDAF-12 ag: 6.8

Additional entries follow:
SMILES | ADAM10 inh | DAX1 inh-1 | ADAM17 inh | DAX1 inh-2 | ssDAF12 agonist | HGIII-sPLA2 inh | FXN GAA850 act | hgDAF-12 ag | PLC-gamma1 inh | hcDAF12 agonist | PLCb3 inh
Cc1cccc(NC(=O)C(=O)NCCc2c[nH]c3ccccc23)c1C | 3 | 1.3 | -1 | -0.2 | -1.8 | -72 | 1.2 | 0.9 | 3 | -0.2 | -9
CCn1cc(CCC(=O)Nc2ccc(Oc3cccnc3)cc2)c2ccccc21 | -1 | / | -1 | -0.9 | -1.2 | -2 | / | 0.4 | 1 | -1.8 | -6
CC(C)CCCC(C)CCOC(=O)CN1CCCC1 (stereo not given) | -4 | 2.9 | -1 | 0.0 | -1.2 | -3 | 2.3 | -0.2 | 0 | 0.0 | -7
CS(=O)(=O)c1ccc(NC(=O)C2CC(=O)N(c3ccc4c(c3)OCCO4)C2)cc1 (stereo not given) | -8 | 1.5 | -4 | -2.2 | -1.0 | 5 | -0.5 | -2.2 | 3 | -0.3 | -11
Cc1cc(=O)[nH]c(SCC(=O)N2CCC(Cc3ccccc3)CC2)n1 | -4 | -1.6 | -5 | -0.3 | -1.3 | 6 | 1.6 | -1.7 | 1 | -1.1 | -8
COc1cccc(N(C(=O)Cc2cccs2)C(C(=O)NC2CCCC2)c2ccncc2)c1 (stereo not given) | -2 | -0.5 | -1 | -0.1 | -1.4 | -2 | 1.3 | 2.7 | 0 | 1.0 | -7
COCCN1C(=O)N[C@@H](c2cccc(F)c2)C(C(=O)OC)=C1C | -5 | 0.6 | -5 | -0.3 | -0.9 | 2 | 1.5 | 1.9 | -7 | -0.6 | -1

High-throughput results from PubChem.
